Screening data from PubChem BioAssay.
Mot1-301 SUMO – SUMOylation pathway inhibition by Mot1-301 growth rescue | S. cerevisiae Mot1-301 growth rescue, ATP luminescence, 38.5C; percent above DMSO median, 100 means doubled | growth rescue, % at 18.8 µM | 320,000 compounds, 1% hits;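 active means every valid replicate shows activation above 250% relative to neutral control wells; inactive means the rest, any valid replicate at or below 250%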;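 further: OY570 slx delta 5 strain wells were the positive control but not used for scaling; some compounds called inactive have numbers as strong as hits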
SR-BI uptake up – enhances SR-BI lipid uptake from DiI-HDL; CHO ldlA[mSR-BI] cells, DiI-HDL uptake fluorescence, 3 h; 100 = double the neutral-control signal; activation, % at 12.5 µM; 320,000 compounds, 0.096% hits;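 active means mean replicate activation of at least 60% and every replicate at or above 60%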;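 further: 0% = median plate neutral-control signal and 100% = twice that signal; values of inactives mirror those of a sister screen read the other way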
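System: CHO ldlA[mSR-BI] cells / Medium: HEPES-buffered (25 mM, pH 7.4) F12 plus 0.5% BSA / Probe or stimulus: labelled HDL, 10 µg/mL / Doses: single compound concentration, delivered by pin transfer / Schedule: 3 h, 37 °C / Measured by: DiI fluorescence, bottom read / Measure: cell-associated DiI fluorescence as measure of HDL uptake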
PKA-R1A activ – activators of PKA-R1A complex. PKA-R1A dissociation, Cy5-IP20 fluorescence polarization; scaled: DMSO 0%, 113 µM cGMP 100%. activation, % at 11.4 µM. 340,000 compounds, 0.083% hits;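 active means percent activation above the mean of all tested compounds plus 3 SD, cut at about 19% in these data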;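 further: higher means more PKAc released from R1A so a rise in polarization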
NSD2 inh – inhibitors of human histone methyltransferase NSD2; O96028; NSD2 peptide methylation, AlphaScreen, 120 min; inhibition, % at 12.5 µM; 310,000 compounds, 0.54% hits; AID 743445; in the data active means inhibition above about 50%
SR-BI HDL uptake – blocks mouse SR-BI lipid uptake from DiI-HDL. 320,000 compounds, 0.96% hits. Q61009. ldlA[mSR-BI] CHO cells, DiI-HDL uptake fluorescence, 3 h. inhibition, % at 12.5 µM. AID 488896;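 active means mean replicate inhibition of at least 70% and a set share of replicates each scoring 70 or more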;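 further: 0% = median of neutral control wells and 100% = median of positive control wells; values of inactives mirror those of a sister screen read the other way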
Pemphigus Ab inh – blocks pemphigus antibody binding to human desmoglein-3 | P32926 | DSG3-coupled beads, scFv-anti-DSG3-GFP binding, flow cytometry; stronger effect = lower value | binding (percent of control), % at 10 µM | 310,000 compounds, 0.48% hits | AID 588358;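 active means binding more than 3 SD below its plate's average and above zero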; further: some compounds called inactive have numbers as strong as hits
PKA-R2B act – activates the human PKA-R2B holoenzyme complex | P22694+P31323 | PKA-R2B holoenzyme dissociation, Cy5-IP20 fluorescence polarization; R2B truncated from residue 108, S112A mutant; 0% DMSO only, 100% 113 µM cGMP | activation, % at 11.4 µM | 340,000 compounds, 0.079% hits | AID 504700;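 active means activation above a cutoff set at the mean over all compounds plus 3 SD, cut at about 18% in these data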;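 further: higher means more holoenzyme dissociation and a rise in polarization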
CDK5 inh – inhibitors of human CDK5/p35 kinase; Q00535+Q15078; Recombinant CDK5/p35, ADP-Glo luminescence, 60 min; inhibition, % at 10 µM; 330,000 compounds, 0.01% hits;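 active means highest replicate inhibition of at least 50% and at least 75% of replicates reaching 50%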;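 further: plate controls were DMSO neutral control for no effect and GW8510 at 10 µM for full effect; many of its hits are not listed in these tables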
Target sequence (Q00535 whole entry, looked up): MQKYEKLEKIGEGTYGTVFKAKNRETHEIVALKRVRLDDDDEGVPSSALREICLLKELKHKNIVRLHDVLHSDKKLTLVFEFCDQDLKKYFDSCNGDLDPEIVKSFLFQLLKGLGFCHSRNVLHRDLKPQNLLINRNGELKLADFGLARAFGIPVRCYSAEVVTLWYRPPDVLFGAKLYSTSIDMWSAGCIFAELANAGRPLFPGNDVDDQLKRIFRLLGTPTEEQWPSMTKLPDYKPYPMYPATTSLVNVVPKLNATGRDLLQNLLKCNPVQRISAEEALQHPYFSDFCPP
Target sequence (Q15078 whole entry, looked up): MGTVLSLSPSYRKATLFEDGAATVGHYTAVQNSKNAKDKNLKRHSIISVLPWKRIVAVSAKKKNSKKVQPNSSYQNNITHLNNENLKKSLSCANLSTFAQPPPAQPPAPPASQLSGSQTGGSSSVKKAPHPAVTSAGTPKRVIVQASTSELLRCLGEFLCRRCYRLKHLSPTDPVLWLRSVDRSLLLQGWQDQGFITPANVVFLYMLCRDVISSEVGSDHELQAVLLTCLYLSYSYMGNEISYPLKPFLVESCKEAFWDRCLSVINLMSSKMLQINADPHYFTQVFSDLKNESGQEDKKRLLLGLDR
Arr AP2 block – human beta-arrestin and AP2 interaction inhibition; FITC-arrestin peptide / GST-AP2 beads, flow cytometry; AP2 beta2 appendage carries R879A mutation; inhibition, % at 10 µM; AID 504490; 340,000 compounds, 0.31% hits;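 active means inhibition above a set limit, near 3 SD of compounds lacking own fluorescence, cut at about 54% in these data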;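 further: plate controls were DMSO wells for no effect and 5 µM unlabelled arrestin peptide for full effect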
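system = GST-tagged AP2 beta2-adaptin appendage (R879A) on 4 µm glutathione beads | reagent = FITC-labelled arrestin peptide probe, 50 nM final | schedule = compound with beads 12 min RT, then probe 1 h RT | signal = HyperCyt-sampled flow cytometry, FL1 channel, ex 488/em 535 nm | read-out = percent response from loss of bead-bound FITC fluorescence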
dFosB activator – enhances mouse delta FosB homodimer DNA binding; purified delta FosB, TAMRA-CDK5 oligo fluorescence polarization; percent of positive-control signal above neutral wells; activation, % at 25 µM; AID 493131; 340,000 compounds, 0.99% hits;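 active means mean activation above about 17%, with every replicate also reaching it, limit read from the data, passing the limit was not always enough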;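 further: fluorescence polarization rise as delta FosB binds a TAMRA Cdk5 AP-1 oligo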
Target sequence (P13346 whole entry, looked up): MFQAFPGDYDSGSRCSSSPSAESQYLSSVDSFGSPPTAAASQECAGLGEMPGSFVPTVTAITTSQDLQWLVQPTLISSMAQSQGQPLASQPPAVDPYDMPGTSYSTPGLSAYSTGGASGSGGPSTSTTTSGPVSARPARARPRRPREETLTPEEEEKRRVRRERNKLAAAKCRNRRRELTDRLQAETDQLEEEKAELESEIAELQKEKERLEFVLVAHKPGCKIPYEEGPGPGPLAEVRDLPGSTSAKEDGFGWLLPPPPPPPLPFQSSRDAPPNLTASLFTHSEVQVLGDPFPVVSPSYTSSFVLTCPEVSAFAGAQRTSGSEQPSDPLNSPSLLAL
MITF TRPM1 HTS – MITF TRPM1 promoter activation in melanoma cells; 300,000 compounds, 0.75% hits; activation, % at 12.5 µM; SK-MEL-5 TRPM1-promoter luciferase, 24 h; % of positive control, neutral wells = 0;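 active means mean activation of at least 80% with every replicate also reaching 80%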;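 further: 0% = neutral control wells and 100% = parthenolide positive control wells; values of inactives mirror those of a sister screen read the other way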
Starred values were filed as active, the others as inactive.

Results for CC(C)(C)NC(=O)CSc1nc2[nH]ncc2c(=O)[nH]1 ?
Mot1-301 SUMO: 9; SR-BI uptake up: 1; PKA-R1A activ: 2; NSD2 inh: 0; SR-BI HDL uptake: -1; Pemphigus Ab inh: 91; PKA-R2B act: 5; CDK5 inh: -1.9; Arr AP2 block: 0; dFosB activator: -3; MITF TRPM1 HTS: 4

What do the screens show for `CCc1noc(C)c1C(=O)N1CCCC(C(=O)c2cc(F)ccc2F)C1` (configuration not stated)?
Mot1-301 SUMO: 137; SR-BI uptake up: -2; PKA-R1A activ: -6; NSD2 inh: -1; SR-BI HDL uptake: 2; Pemphigus Ab inh: 111; PKA-R2B act: -6; CDK5 inh: -0.1; Arr AP2 block: 12; dFosB activator: -3; MITF TRPM1 HTS: -3

What do the screens show for `Brc1ccc(CSc2nnc(-c3cccnc3)o2)cc1`?
Mot1-301 SUMO: inactive; SR-BI uptake up: 26; PKA-R1A activ: 2; NSD2 inh: -3; SR-BI HDL uptake: -26; Pemphigus Ab inh: 90; PKA-R2B act: 3; CDK5 inh: -0.2; Arr AP2 block: -8; dFosB activator: -11; MITF TRPM1 HTS: 10

What do the screens show for `O=C(CSc1ccc2nnc(-c3cccnc3)n2n1)NCc1ccco1`?
Mot1-301 SUMO: 7; SR-BI uptake up: 28; PKA-R1A activ: 3; SR-BI HDL uptake: -28; Pemphigus Ab inh: 98; PKA-R2B act: -3; CDK5 inh: 2.5; Arr AP2 block: 0; dFosB activator: -3

What do the screens show for `CC(=O)N1N=C(c2ccc(C(C)(C)C)cc2)OC1(C)C`?
Mot1-301 SUMO: 536*; SR-BI uptake up: -8; PKA-R1A activ: -13; NSD2 inh: 0; SR-BI HDL uptake: 8; Pemphigus Ab inh: 97; PKA-R2B act: 6; CDK5 inh: 0.5; Arr AP2 block: -6; dFosB activator: -6; MITF TRPM1 HTS: -4

What do the screens show for `CN(C(=O)COC(=O)CNC(=O)C1CCCCC1)c1ccccc1`?
Mot1-301 SUMO: -1; SR-BI uptake up: 2; PKA-R1A activ: -7; NSD2 inh: -2; SR-BI HDL uptake: -2; Pemphigus Ab inh: 92; PKA-R2B act: -3; CDK5 inh: 0.0; Arr AP2 block: 16; dFosB activator: 6; MITF TRPM1 HTS: 4

Results for Fc1ccc(C(c2nnnn2Cc2ccccc2)N2CCSCC2)cc1 (configuration not stated) ?
Mot1-301 SUMO: 50; SR-BI uptake up: -9; PKA-R1A activ: -7; NSD2 inh: -1; SR-BI HDL uptake: 9; Pemphigus Ab inh: 105; PKA-R2B act: -8; CDK5 inh: 2.6; Arr AP2 block: 1; dFosB activator: -11; MITF TRPM1 HTS: -3

How did CC1=C(C(=O)OC2CCCCC2)C(c2ccc(F)cc2)NC(=O)N1 (configuration not stated) do in these assays?
Mot1-301 SUMO: 0; SR-BI uptake up: 6; PKA-R1A activ: -4; NSD2 inh: 0; SR-BI HDL uptake: -6; Pemphigus Ab inh: 99; PKA-R2B act: -2; CDK5 inh: 1.4; Arr AP2 block: -5; dFosB activator: -14; MITF TRPM1 HTS: 0

How did O=C(NC1CC2CCC(C1)N2Cc1ccccc1)c1cccc(F)c1 (configuration not stated) do in these assays?
Mot1-301 SUMO: -28; SR-BI uptake up: -6; PKA-R1A activ: -4; NSD2 inh: 0; SR-BI HDL uptake: 6; Pemphigus Ab inh: 117; PKA-R2B act: -12; CDK5 inh: 0.6; Arr AP2 block: 0; dFosB activator: 10

How did CCN=C1S/C(=C\c2cc(Br)c(O)c(OC)c2)C(=O)N1CC do in these assays?
Mot1-301 SUMO: 191; SR-BI uptake up: -12; PKA-R1A activ: -10; NSD2 inh: 4; SR-BI HDL uptake: 12; Pemphigus Ab inh: 99; PKA-R2B act: -11; CDK5 inh: 0.1; Arr AP2 block: -2; dFosB activator: 1

What do the screens show for `COC(=O)c1cccc(N(CC(=O)NC2CCCC2)C(=O)CNC(=O)c2cccs2)c1`?
Mot1-301 SUMO: -8; SR-BI uptake up: 3; PKA-R1A activ: -3; NSD2 inh: -7; SR-BI HDL uptake: -3; Pemphigus Ab inh: 97; PKA-R2B act: 0; CDK5 inh: 1.1; Arr AP2 block: 1; dFosB activator: 0; MITF TRPM1 HTS: 3

How did CC(C)Oc1ccc(CNC(=O)C2CCCN(S(=O)(=O)N3CCOCC3)C2)cc1 (configuration not stated) do in these assays?
Mot1-301 SUMO: 0; SR-BI uptake up: 0; PKA-R1A activ: 7; NSD2 inh: 22; SR-BI HDL uptake: 0; Pemphigus Ab inh: 90; PKA-R2B act: 0; CDK5 inh: -1.1; Arr AP2 block: 3; dFosB activator: -2; MITF TRPM1 HTS: -6

What do the screens show for `CN(Cc1ccccc1)C(=S)NC(=O)C1CCCCC1`?
Mot1-301 SUMO: 8; SR-BI uptake up: -7; PKA-R1A activ: -4; NSD2 inh: 0; SR-BI HDL uptake: 7; Pemphigus Ab inh: 101; PKA-R2B act: 6; CDK5 inh: 0.8; Arr AP2 block: -9; dFosB activator: -5; MITF TRPM1 HTS: 13

Results for Cc1csc(NC(=O)Cc2ccc(F)cc2)n1 ?
Mot1-301 SUMO: -5; SR-BI uptake up: -5; PKA-R1A activ: 2; NSD2 inh: -2; SR-BI HDL uptake: 5; Pemphigus Ab inh: 109; PKA-R2B act: -2; CDK5 inh: -0.5; Arr AP2 block: 15; dFosB activator: -5; MITF TRPM1 HTS: 42

Results for CSc1ccc(/C=N/n2nnnc2N)cc1 ?
Mot1-301 SUMO: 209; SR-BI uptake up: -4; PKA-R1A activ: -6; NSD2 inh: -3; SR-BI HDL uptake: 4; Pemphigus Ab inh: 97; PKA-R2B act: -7; CDK5 inh: -0.7; Arr AP2 block: 3; dFosB activator: -3; MITF TRPM1 HTS: 28

How did Cc1cccc(OCC(=O)NCC(=O)N/N=C/c2cc(Br)cc(Br)c2O)c1 do in these assays?
Mot1-301 SUMO: 155; SR-BI uptake up: 3; PKA-R1A activ: -13; NSD2 inh: 3; SR-BI HDL uptake: -3; Pemphigus Ab inh: 109; PKA-R2B act: 1; CDK5 inh: 1.8; Arr AP2 block: -24; dFosB activator: -10; MITF TRPM1 HTS: -8

Results for O=C(N/N=C/c1ccc([N+](=O)[O-])o1)c1cc(-c2ccncc2)nc2ccccc12 ?
Mot1-301 SUMO: 13; SR-BI uptake up: -41; PKA-R1A activ: -8; NSD2 inh: 3; SR-BI HDL uptake: 41; Pemphigus Ab inh: 101; PKA-R2B act: -3; CDK5 inh: 1.8; Arr AP2 block: 22; dFosB activator: -1; MITF TRPM1 HTS: -57

How did CCc1nnc(NS(=O)(=O)c2ccc(NS(=O)(=O)c3ccccc3[N+](=O)[O-])cc2)s1 do in these assays?
Mot1-301 SUMO: 12; SR-BI uptake up: 26; PKA-R1A activ: -1; NSD2 inh: -1; SR-BI HDL uptake: -26; Pemphigus Ab inh: 96; PKA-R2B act: -11; CDK5 inh: -0.4; Arr AP2 block: -19; dFosB activator: 2; MITF TRPM1 HTS: 5

Results for COc1cc(OC)cc(-c2c(C#Cc3ccsc3)c3cc(-c4cnc(OC)nc4)ccc3n2C)c1 ?
Mot1-301 SUMO: 1; SR-BI uptake up: -18; PKA-R1A activ: 3; SR-BI HDL uptake: 18; Pemphigus Ab inh: 93; PKA-R2B act: 3; CDK5 inh: -0.3; Arr AP2 block: -3; dFosB activator: 0; MITF TRPM1 HTS: -14

Results for CCOC(=O)[C@@H]1[C@H]2COc3cc(OC)ccc3[C@@H]2N2C(=O)N(c3cccc(C)c3)C(=O)[C@@]12C ?
Mot1-301 SUMO: -8; SR-BI uptake up: 14; PKA-R1A activ: -4; SR-BI HDL uptake: -14; Pemphigus Ab inh: 102; PKA-R2B act: 1; CDK5 inh: -0.1; Arr AP2 block: -1; dFosB activator: -4; MITF TRPM1 HTS: 6

Results for O=C(NNC(=O)c1ccc(Br)s1)c1ccc(F)c(S(=O)(=O)N2CCOCC2)c1 ?
Mot1-301 SUMO: -6; SR-BI uptake up: -14; PKA-R1A activ: -2; NSD2 inh: 0; SR-BI HDL uptake: 14; Pemphigus Ab inh: 100; PKA-R2B act: 5; CDK5 inh: 1.3; Arr AP2 block: 25; dFosB activator: -4; MITF TRPM1 HTS: 17

Results for CC(C)(C)OC(=O)N1CC(O)CC1C(=O)OCC(=O)c1ccc(Cl)cc1 (configuration not stated) ?
Mot1-301 SUMO: -15; SR-BI uptake up: 20; PKA-R1A activ: -3; NSD2 inh: -1; SR-BI HDL uptake: 2; Pemphigus Ab inh: 102; PKA-R2B act: -6; CDK5 inh: 1.4; Arr AP2 block: -5; dFosB activator: 0; MITF TRPM1 HTS: 0

How did COc1ccc(OCc2cnc(Cl)s2)cc1 do in these assays?
Mot1-301 SUMO: -1; SR-BI uptake up: 17; PKA-R1A activ: 11; NSD2 inh: -1; SR-BI HDL uptake: -17; Pemphigus Ab inh: 96; PKA-R2B act: 10; CDK5 inh: 0.8; Arr AP2 block: 7; dFosB activator: -5; MITF TRPM1 HTS: 40

Results for CCC(C)[C@H](NC(=O)c1cc2cc(Cl)ccc2n1C)C(=O)N1CCC[C@H]1C(=O)O (some centres not stated) ?
Mot1-301 SUMO: -12; SR-BI uptake up: -6; PKA-R1A activ: -14; SR-BI HDL uptake: 6; PKA-R2B act: 7; CDK5 inh: -0.5; Arr AP2 block: -3; dFosB activator: 2; MITF TRPM1 HTS: 1

Results for COc1ccc(N(CC(=O)N2CCN(c3ccccc3F)CC2)S(=O)(=O)c2c(C)n[nH]c2C)cc1 ?
Mot1-301 SUMO: 16; SR-BI uptake up: 8; PKA-R1A activ: -13; NSD2 inh: 1; SR-BI HDL uptake: -8; Pemphigus Ab inh: 98; PKA-R2B act: 0; CDK5 inh: -0.6; Arr AP2 block: -2; dFosB activator: -2; MITF TRPM1 HTS: -4
